# CHRM1 PAM = human M1 muscarinic receptor positive allosteric modulators, primary screen, CHO-K1 cells, Fluo-8 calcium fluorescence, 1536-well; activation, % at 3 µM; CHO-K1 hM1, ACh EC20; 0% = ACh EC20, 100% = maximal ACh; Muscarinic acetylcholine receptor M1 (Homo sapiens), P11229; 360,000 tested, 0.088% active; AID 588819, 2011; in the data active means activation above about 19%, passing the limit was not always enough
# Target sequence (P11229 whole entry, looked up): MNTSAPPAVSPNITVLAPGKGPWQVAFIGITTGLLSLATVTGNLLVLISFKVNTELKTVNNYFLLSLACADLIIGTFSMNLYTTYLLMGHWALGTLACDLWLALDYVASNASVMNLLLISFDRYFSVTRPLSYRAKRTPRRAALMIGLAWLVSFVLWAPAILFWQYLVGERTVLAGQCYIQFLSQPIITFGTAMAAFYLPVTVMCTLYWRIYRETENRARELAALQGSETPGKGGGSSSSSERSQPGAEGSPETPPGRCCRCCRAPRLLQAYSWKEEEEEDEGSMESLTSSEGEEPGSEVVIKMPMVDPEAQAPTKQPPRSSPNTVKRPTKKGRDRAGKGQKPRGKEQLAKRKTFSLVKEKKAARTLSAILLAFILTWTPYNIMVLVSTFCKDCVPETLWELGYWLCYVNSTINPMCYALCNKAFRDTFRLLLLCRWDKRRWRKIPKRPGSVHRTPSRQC
# CHRM1 antagonist = human M1 muscarinic receptor antagonists, primary screen, CHO-K1 cells, Fluo-8 calcium fluorescence, 1536-well; Muscarinic acetylcholine receptor M1 (Homo sapiens), P11229; 360,000 tested, 1.3% active; inhibition, % at 3 µM; CHO-K1 hM1, ACh EC80 antagonist;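 active means percent inhibition above its own plate's cutoff, namely the mean of that plate's compound wells plus 3 SD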;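 further: peak over basal fluorescence ratio during 140 s after agonist addition; 0% = ACh EC80 plus DMSO and 100% = DMSO alone without agonist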
# M1 ag = human M1 muscarinic receptor agonists, primary screen, Fluo-8 calcium fluorescence, CHO-K1 cells, HTS; Muscarinic acetylcholine receptor M1 (Homo sapiens), P11229; CHO-K1 hM1, agonist mode; 0% DMSO, 100% acetylcholine EC100; activation, % at 3 µM; 360,000 tested, 0.33% active;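 active means activation above the run's mean compound activation plus 3 SD, cut at about 16% in these data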;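 further: peak over basal fluorescence ratio within a 140 s kinetic read after compound addition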
# CHO-K1 Ca ag = counter-screen for M1 agonists: effect in parental CHO-K1 cells; AID 602248, 2012; Fluo-8 calcium fluorescence; scaled to maximal ATP response, vehicle zero; activation, % at 3 µM; 360,000 tested, 0.48% active; in the data active means activation above about 15%;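 further: untransfected CHO-K1 host cells lacking M1 receptor as counterscreen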
# M1 PAM parental = nonselective calcium activators in parental CHO-K1 cells, primary screen, counter-screen for M1 PAM project, cell-based, Fluo-8 calcium fluorescence, full deck, 1536-well; AID 602247, 2012; ATP EC20; 0% at ATP EC20, 100% at ATP max; activation, % at 3 µM; 360,000 tested, 0.02% active;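 active means activation above the run cutoff, the mean activation of all test compounds plus 3 SD, cut at about 40% in these data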;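 further: peak over basal fluorescence ratio in a 140 s read after ATP addition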
# CHO-K1 Ca antag = counter-screen for M1 antagonists: effect in parental CHO-K1 cells; 360,000 tested, 0.6% active; AID 602250; inhibition, % at 3 µM; ATP-induced calcium, Fluo-8 fluorescence;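 active means inhibition above a per-plate cutoff, the plate's mean sample inhibition plus 3 SD, cut at about 24% in these data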;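 further: 0% = DMSO plus EC80 ATP and 100% = DMSO alone without ATP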
# TAAR1 agonist = human TAAR1 agonists, primary screen, Fluo-8 calcium fluorescence, CHO RD-HGA16 cells. vehicle wells 0%, saturating PEA agonist 100%. AID 624467, 2012. Trace amine-associated receptor 1 (Homo sapiens), Q96RJ0. activation, % at 3 µM. 360,000 tested, 0.99% active;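 active means activation above the mean activation of all test compounds in the run plus 3 SD, cut at about 38% in these data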
# Target sequence (Q96RJ0 whole entry, looked up): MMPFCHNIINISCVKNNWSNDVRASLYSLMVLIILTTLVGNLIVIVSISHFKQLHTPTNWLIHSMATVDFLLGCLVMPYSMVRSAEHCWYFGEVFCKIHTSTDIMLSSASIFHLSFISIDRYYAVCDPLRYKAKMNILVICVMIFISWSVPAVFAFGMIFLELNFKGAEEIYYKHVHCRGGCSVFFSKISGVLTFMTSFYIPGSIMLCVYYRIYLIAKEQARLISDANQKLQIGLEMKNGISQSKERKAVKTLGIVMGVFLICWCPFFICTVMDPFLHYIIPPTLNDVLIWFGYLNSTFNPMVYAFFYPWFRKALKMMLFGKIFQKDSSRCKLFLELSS
#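 Test system: RD-HGA16 (CHO) cells co-expressing Gα16 and hTAAR1 / Benchmarks: DMSO vehicle as 0%, PEA at EC100 as 100% / Repeats: no replicates (n 1) / Measure: % activation from peak over basal fluorescence ratio, DMSO-to-PEA scaled / Timing: 17-24 h plating, Fluo-8 75 min 37 °C, 30 min RT / Technique: kinetic Fluo-8 calcium fluorescence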
# CHO parental Ca = ATP-evoked calcium signal inhibitors, parental CHO, primary screen, counter-screen for OX1R antagonist project, cell-based, fluorescence, Fluo-8 calcium dye; parental CHO-K1, ATP-induced calcium, Fluo-8 fluorescence; inhibition, % at 5.6 µM; 330,000 tested, 0.63% active;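 active means inhibition above that plate's mean sample inhibition plus 3 SD, cut at about 26% in these data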;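 further: 0% = ATP-challenged DMSO wells and 100% = DMSO wells without ATP; some compounds past the cut are filed as inactive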
#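 Material: parental CHO cells / Compound: single nominal dose of 5.6 µM per compound / Signal: Fluo-8 fluorescence / Replicates: singlicate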
# TAAR1 antag = human TAAR1 antagonists, primary screen, Fluo-8 calcium fluorescence, CHO RD-HGA16 cells; Trace amine-associated receptor 1 (Homo sapiens), Q96RJ0; antagonist; inhibition, % at 3 µM; 360,000 tested, 1.5% active; AID 624466, 2012;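 active means inhibition above a per-plate cutoff, the mean inhibition of test compounds on that plate plus 3 SD, cut at about 49% in these data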;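 further: 0% = DMSO plus EC80 beta-PEA response and 100% = DMSO alone without agonist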
#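 Assay system: RD-HGA16 CHO cells with stable hTAAR1 and Gα16 / Reagent: EC80 β-phenethylamine stimulus / Doses: 3 µM, single point / Timing: dye loading 75 min at 37 °C, then 30 min room temperature / Measured by: Fluo-8 intracellular calcium dye fluorescence, real-time kinetic reads / Controls: vehicle wells and EC80 agonist wells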
# Numbers without * were called inactive; . = not tested or not shown. Outcome played no part in choosing rows (roughly 4.4% active in at least one column).
SMILES,CHRM1 PAM,CHRM1 antagonist,M1 ag,CHO-K1 Ca ag,M1 PAM parental,CHO-K1 Ca antag,TAAR1 agonist,CHO parental Ca,TAAR1 antag
OC1CSc2nc3ccccc3n2C1 (stereo unspecified),-1,9,-3,1.6,5,3,3,-6,1
CC(=O)Nc1ccc2c(c1)n(C)c(=O)n2C,9,-3,-4,0.6,21,-10,7,-12,19
O=C1C=C(c2ccc3c(c2)oc2ccccc23)C[C@@H](c2ccc3c(c2)OCO3)C1,3,-5,-2,-0.6,-10,-4,1,-1,-5
COc1ccc(-c2nc3oc4cc(OC)ccc4c(=O)c3c(=O)n2Cc2ccco2)cc1,3,-4,-7,0.4,0,2,3,-20,9
Nc1ccc(C(=O)OCC(=O)NC2CC2)cc1[N+](=O)[O-],13,-13,-3,1.0,20,-10,0,12,-18
CC(=O)c1ccc(NC(=O)CSc2cn[nH]n2)cc1,-3,15,-4,1.0,-17,-12,0,-5,0
NC(=O)c1nsc(C(=O)N(Cc2ccco2)C(C(=O)NCC2CCCO2)c2ccc(O)cc2)c1N (stereo unspecified),-4,5,-5,2.3,-2,-16,1,8,22
COc1ccccc1CCNC(=O)c1cccc(S(=O)(=O)NCc2ccccc2)c1,3,-5,-2,2.0,11,9,11,-16,-18
CC(c1ccncn1)N(C)Cc1nc(Cc2ccccc2F)no1 (stereo unspecified),7,-14,-2,0.1,-5,-1,1,-5,-27
Cc1cccc(N2Cc3ccc(Br)cc3C2)c1,9,-20,-2,0.6,7,-4,-2,-21,-24
CCc1c(C(=O)N/N=C/c2cn[nH]c2-c2ccc(F)cc2)csc1C,6,-1,-5,6.1,18,-3,0,-12,-5
CCC(=O)Nc1ccc(C(=O)NNC(=O)c2ccc(Cl)cc2)cc1,14,-19,1,-0.3,13,-6,3,.,4
CCc1ccc(NS(=O)(=O)c2c(C)noc2C)cc1,-22,40*,-5,0.1,-11,7,0,-6,-44
Cc1cccc(-c2noc(CNC(=O)COc3ccccc3C)n2)c1,-4,-3,-5,0.2,6,-13,-2,-15,-18
Cc1ccc(S(=O)(=O)NC2CCSC2=O)cc1C (stereo unspecified),-4,6,-5,0.2,9,-7,10,3,-14
Cc1ccc(C=NNC(=O)C(=O)Nc2ccc(Cl)c([N+](=O)[O-])c2)cc1,-4,9,-2,-0.2,-4,12,-1,.,5
Nc1nc(NCC2CCCO2)nc(Nc2cccc(Cl)c2)c1[N+](=O)[O-] (stereo unspecified),10,-14,2,1.5,9,-9,7,-20,-16
O=C(CCS(=O)(=O)c1ccc(Br)cc1)NCCc1ccc(Cl)cc1,1,-3,4,12,-7,0,3,-14,-30
CCOC(=O)N1CCN(CC(O)COc2ccccc2C(C)(C)C)CC1 (stereo unspecified),-8,21,-2,-0.1,-2,8,10,-18,6
O=C(Cn1cc(S(=O)(=O)Cc2ccccc2F)c2ccccc21)N1CCOCC1,0,0,-2,5.3,11,-9,7,-9,-8
CCN(CC)CCCn1c2c(c(SCC(=O)Nc3ccccc3Cl)nc1=O)CCC2,1,-1,-8,-0.1,-17,-2,2,7,1
CCN=C1SC(CC(=O)NC(C)C)C(=O)N1CC (stereo unspecified),-2,2,-2,0.8,-4,14,16,-3,18
CCN(CC)C(=O)CN(c1cccc(C(F)(F)F)c1)S(C)(=O)=O,1,6,-2,0.1,-1,11,8,9,-5
C#CCOCCOCCOCCNc1nc(N2CCN(C(=O)C([C@@H](C)CC)n3cc(C(N)CC(C)C)nn3)CC2)nc(N2CCN(C(=O)[C@H](CCC(=O)O)n3cc(C(N)[C@H](C)CC)nn3)CC2)n1 (stereo partly specified),-5,11,-8,0.6,1,-13,4,1,3
CC(=O)Nc1ccccc1NC(=O)C/C(C)=N/NC(=O)C(=O)N1CCCCC1,1,6,-5,1.1,6,-17,1,8,11

# Filtered by structure, the entries above containing an NH in an aromatic ring (two)
SMILES,CHRM1 PAM,CHRM1 antagonist,M1 ag,CHO-K1 Ca ag,M1 PAM parental,CHO-K1 Ca antag,TAAR1 agonist,CHO parental Ca,TAAR1 antag
CC(=O)c1ccc(NC(=O)CSc2cn[nH]n2)cc1,-3,15,-4,1.0,-17,-12,0,-5,0
CCc1c(C(=O)N/N=C/c2cn[nH]c2-c2ccc(F)cc2)csc1C,6,-1,-5,6.1,18,-3,0,-12,-5

# Later entries:
SMILES,CHRM1 PAM,CHRM1 antagonist,M1 ag,CHO-K1 Ca ag,M1 PAM parental,CHO-K1 Ca antag,TAAR1 agonist,CHO parental Ca,TAAR1 antag
Cn1c(=O)c(S(=O)(=O)C(C)(C)C)c(O)c2ccccc21,3,1,-5,0.6,23,-7,0,1,-6
CCCCNC(=O)C(=O)NCc1ccncc1,6,-7,-4,-0.4,6,-6,2,-12,-17
O=C(CCCN1CCC(C(O)c2ccc(F)cc2)CC1)c1ccc(F)cc1 (stereo unspecified),-21,30,-11,4.8,2,-6,11,.,-1
CC(=O)c1cccc(NC(=O)Cn2cnc(S(=O)(=O)N3CCC(C)CC3)c2)c1,8,-6,-4,0.8,4,-19,.,9,.
CN1CCN(C(=O)c2cc3c(s2)-c2ccccc2S(=O)(=O)C3)CC1,5,-9,-4,0.3,4,6,1,-10,-11
CCn1c(COC(=O)CNC(=O)c2ccccc2)nc2cc(S(=O)(=O)N(C)C)ccc21,2,-9,-6,0.6,3,0,1,-17,-4
CC(=O)c1cccc(OCc2cc(C(=O)N3CCC(N4CCCCC4)CC3)no2)c1,-22,48*,-5,0.7,14,-10,4,-10,-7
O=C(c1ccccn1)c1ncc(C(F)(F)F)cc1Cl,5,-6,-7,0.3,13,-9,-2,4,9
COc1ccccc1Oc1coc2c(CN(C)C)c(O)ccc2c1=O,7,0,-2,0.5,8,-3,-2,-4,-7
COc1ccc(NC(=O)NNC(=O)COc2ccc3ccccc3c2)cc1OC,20,-15,7,-0.1,-1,1,1,-19,-14
CC(C)OC(=O)CC(=O)CSc1nc2c(c(-c3cccs3)c1C#N)CCC2,-4,-3,-10,0.0,-2,15,8,-13,12
O=C(COC(=O)Cc1n[nH]c(=O)c2ccccc12)NNC(=O)c1ccccc1,7,-14,0,1.2,19,-11,0,-2,-16
O=C(CN1C(=O)/C(=C/c2ccc(F)cc2)SC1=S)NC1CCS(=O)(=O)C1 (stereo unspecified),6,-2,-2,-0.3,-12,17,2,-7,-28
CCN(c1ccc(OC)cc1)S(=O)(=O)N1CCCC(C(=O)NC(C)c2ccccc2)C1 (stereo unspecified),0,-7,14,3.8,4,-2,23,.,25
COc1ccc(C(=O)NCCn2cc(SCC(=O)NCC3CCCO3)c3ccccc32)cc1OC (stereo unspecified),12,-18,1,2.8,26,-7,5,-13,-4
Cc1ccc(C(=O)Oc2ccccc2N2C(=O)C3C4CCC(C4)C3C2=O)cc1 (stereo unspecified),5,-10,-6,-0.1,36,-3,0,-27,-18
O=C(NN1C(=O)c2ccccc2C1=O)C1C2CCCCC21 (stereo unspecified),7,-3,-2,0.1,15,-6,0,-27,-2
CC(C)CNC(=O)c1ccccc1NC(=O)c1ccc(CSc2ccccc2)cc1,-1,-1,-2,4.2,28,-18,17,-22,7
CCOc1cccc(-c2nnc3sc(-c4ccco4)nn23)c1,5,0,-3,0.5,22,-8,4,-6,-8
CC(C)CN(C(=O)C1COc2ccccc2O1)c1c(N)n(CC(C)C)c(=O)[nH]c1=O (stereo unspecified),12,-11,-1,0.0,2,-15,1,-8,-28
CC(CCN1CCN(CCO)CC1)c1ccccc1 (stereo unspecified),4,-7,-4,0.2,-4,7,-1,-4,4
CCn1c(C)nc2cc(C(=O)NN=Cc3ccc([N+](=O)[O-])cc3)ccc21,-3,8,-1,0.0,-5,-6,6,-5,-16
CCCc1nc(SCC(=O)Nc2nnc(SCC)s2)c2c(=O)n(C)c(=O)n(C)c2n1,11,-13,2,-0.1,0,3,1,-5,-20
CC1CCc2cc(F)ccc2N1C(=O)CSc1nnc(-c2cccs2)n1C (stereo unspecified),-4,10,-6,0.6,8,-6,12,6,8
CCC[C@H]1CN(c2ccccc2)C(=O)[C@@H]1CC(=O)Nc1ccc(OC)cc1,-1,2,-4,1.5,31,-13,0,.,-8

# Other results follow.
SMILES,CHRM1 PAM,CHRM1 antagonist,M1 ag,CHO-K1 Ca ag,M1 PAM parental,CHO-K1 Ca antag,TAAR1 agonist,CHO parental Ca,TAAR1 antag
COc1ccc(C2(C(=O)NCCc3ccccc3)CCCC2)cc1OC,7,-12,-6,0.9,12,-18,.,-9,.
COc1cc2c(C(=O)NCCN(C)C)cn(CC(C)C)c(=O)c2cc1OC,8,-28,-1,-0.5,-19,5,3,-6,-4
CC1CCN(C(=O)c2cc(S(=O)(=O)N3CCCCC3)c[nH]2)CC1,3,-2,0,1.2,22,-9,8,-10,-22
Nc1nc(SCC(=O)Nc2ncc(C(F)(F)F)cc2Cl)n[nH]1,4,-7,-4,-0.1,10,-17,3,-2,-16
CN(CCN(C)C(=O)c1[nH]cnc1C(=O)Nc1ccccc1)C(=O)c1[nH]cnc1C(=O)Nc1ccccc1,-8,14,-1,0.1,-9,6,16,-17,16
COC(=O)NCc1ccc2c(c1)OCO2,2,-3,-2,-0.3,-1,-2,7,-6,-2
O=S(=O)(c1ccccc1Cl)N1CCC(O)(c2cccnc2)CC1,5,2,-9,1.4,10,-3,5,-17,31
O=C1NC2(NN1c1ccccc1)C1CC3CC(C1)CC2C3 (stereo unspecified),-15,15,-6,0.2,12,-3,11,2,-7
CCCCN1CCc2c([nH]c3ccccc23)C1=O,8,-46,-3,1.4,20,-20,9,-22,8
Cc1nn(CC(=O)N2N=C(C(F)F)CC2(O)C(F)F)c(C)c1[N+](=O)[O-] (stereo unspecified),5,-3,-6,0.1,-7,3,0,-12,9
O=C(Nc1ccc(N2CCCC2)cc1)c1ccc(Br)o1,-1,4,-9,0.9,18,-7,1,-14,18
CCN(Cc1ccccc1)C(=O)c1ccc(C)c(S(=O)(=O)N2CCCCC2)c1,3,-4,-3,2.7,12,-14,3,-21,-17
Cc1nnc(N2C(=O)C(O)=C(C(=O)c3ccco3)C2c2ccc(C(C)C)cc2)s1 (stereo unspecified),6,-2,-4,0.8,17,2,2,-6,-11
COc1ccc(NC(=S)Nc2cc(C)cc(C)n2)cc1OC,5,-4,-3,0.6,15,-2,-1,-13,-12

# Screening results (PubChem)
